High-throughput results from PubChem.
Cardiac RTF inh = cardiac RTF calcium desensitization; 0.12% of 340,000 active; P19429+P45379; inhibition, % at 7.15 µM; IANBD-labeled cardiac RTF, Ca2+ fluorescence; AID 493244;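 active = inhibition above the mean inhibition of all tested compounds plus 3 SD, cut at about 17% in these data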;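 also: assay run at fixed EC70 calcium of 1.6 mM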
dFosB act = enhances mouse delta FosB homodimer DNA binding. P13346. purified delta FosB, TAMRA-CDK5 oligo fluorescence polarization; percent of positive-control signal above neutral wells. activation, % at 25 µM. 0.99% of 340,000 active. AID 493131;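 active = mean activation above about 17%, with every replicate also reaching it, limit read from the data, passing the limit was not always enough; inconclusive = only one of the two conditions met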;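 also: fluorescence polarization rise as delta FosB binds a TAMRA Cdk5 AP-1 oligo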
Target sequence (P13346 whole entry, looked up): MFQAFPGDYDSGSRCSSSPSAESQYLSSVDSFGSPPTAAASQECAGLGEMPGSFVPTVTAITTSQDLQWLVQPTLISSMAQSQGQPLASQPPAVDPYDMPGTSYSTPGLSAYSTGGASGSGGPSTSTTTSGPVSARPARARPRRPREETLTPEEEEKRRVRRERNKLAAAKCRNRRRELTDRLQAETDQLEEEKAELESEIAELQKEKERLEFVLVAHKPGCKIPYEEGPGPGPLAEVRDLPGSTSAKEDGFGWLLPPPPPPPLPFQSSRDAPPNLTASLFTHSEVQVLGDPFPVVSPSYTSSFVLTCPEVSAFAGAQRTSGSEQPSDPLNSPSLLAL
RTF Ca sens act = cardiac RTF calcium sensitization; P19429+P45379; IANBD-labeled TnC RTF fluorescence at EC20 calcium; 0% EC20 calcium, 100% full calcium; activation, % at 7.2 µM; 0.24% of 340,000 active; AID 493008;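 active = activation above the mean over all tested compounds plus 3 SD, cut at about 30% in these data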;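 also: rise in fluorescence read as greater calcium sensitivity of cardiac thin filaments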
CDK5 inh = CDK5/p35 (human) kinase inhibition. Q00535+Q15078. Recombinant CDK5/p35, ADP-Glo luminescence, 60 min. inhibition, % at 10 µM. 0.01% of 330,000 active. AID 488839;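 active = highest replicate inhibition of at least 50% and at least 75% of replicates reaching 50%; inconclusive = only one of the two criteria met; inactive = both criteria failed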;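 also: plate controls were DMSO neutral control for no effect and GW8510 at 10 µM for full effect; many of its hits are not listed in these tables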
Keap1-Nrf2 PPI = disrupts human Keap1 binding to Nrf2 peptide | Q14145 | Keap1 Kelch-Nrf2 peptide fluorescence polarization, 1536-well | inhibition, % at 9.4 µM | 0.15% of 340,000 active | AID 504523; in the data active = inhibition above about 12%; inconclusive = no clear call, values can overlap the other calls; inactive = below about 7.3%;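 also: human Keap1 Kelch domain with fluorescein labeled Nrf2 9mer peptide probe; 0% = neutral control wells and 100% = peptide positive control; higher means more block of Keap1 binding to Nrf2 peptide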
LANA DNA inh = inhibitors of KSHV LANA C-terminal domain DNA binding | MBP-C-LANA/FAM-LBS DNA binding, fluorescence polarization | inhibition, % at 9 µM | 0.078% of 340,000 active | AID 504423;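 active = highest replicate inhibition at or above 60% at 9 µM, even if other replicates fall short; inactive = all replicates below 60% inhibition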;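 also: 0% = neutral control wells and 100% = 4 µM acridine orange control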
PvdQ acylase = blocks Pseudomonas aeruginosa PvdQ acylase activity. purified PvdQ acylase, fluorescence plate reader. inhibition, % at 10 µM. 0.063% of 340,000 active; in the data active = inhibition above about 30%, passing the limit was not always enough; inconclusive = no clear call, values can overlap the other calls;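 also: 0% = vehicle neutral wells and 100% = reference inhibitor wells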
SUMO Mot1 rescue = SUMOylation pathway inhibition by Mot1-301 growth rescue | growth rescue, % at 18.8 µM | S. cerevisiae Mot1-301 growth rescue, ATP luminescence, 38.5C; percent above DMSO median, 100 means doubled | 1% of 320,000 active | AID 2716;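 active = every valid replicate shows activation above 250% relative to neutral control wells; inactive = the rest, any valid replicate at or below 250%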;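 also: OY570 slx delta 5 strain wells were the positive control but not used for scaling; some compounds called inactive have numbers as strong as hits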
Rtt109 HAT inh = C. albicans Rtt109 histone acetyltransferase inhibition. Q5AAJ8. purified Rtt109/Vps75, ThioGlo CoA-SH fluorescence, 4 h. inhibition, % at 34.9 µM. 0.16% of 330,000 active. AID 540336;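 active = inhibition of at least 50% in every replicate; inconclusive = best replicate reaches 50% inhibition but some replicates fall short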
Target sequence (Q5AAJ8 whole entry, looked up): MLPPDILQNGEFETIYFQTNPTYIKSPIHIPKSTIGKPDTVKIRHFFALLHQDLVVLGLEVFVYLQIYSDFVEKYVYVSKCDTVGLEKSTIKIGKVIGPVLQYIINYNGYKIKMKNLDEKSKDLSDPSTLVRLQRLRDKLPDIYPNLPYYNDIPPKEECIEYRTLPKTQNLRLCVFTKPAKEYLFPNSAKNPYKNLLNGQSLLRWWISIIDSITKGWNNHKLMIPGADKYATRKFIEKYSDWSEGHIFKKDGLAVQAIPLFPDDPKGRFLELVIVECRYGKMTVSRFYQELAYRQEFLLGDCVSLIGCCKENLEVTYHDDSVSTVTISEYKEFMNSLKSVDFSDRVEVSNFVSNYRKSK
PfHsp90 yeast 2 = reduces growth (ATP signal) of yeast expressing P. falciparum Hsp90 | S. cerevisiae expressing PfHsp90, BacTiter-Glo ATP, 48 h; yeast lacking PDR1 and PDR3 efflux regulators | 0.32% of 310,000 active | inhibition, % at 9.4 µM | AID 504621;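 active = every replicate shows inhibition above about 80%, whatever the replicate mean, limit read from the data; inconclusive = mean inhibition reaches the set limit but some replicate falls short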;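 also: 0% = DMSO neutral controls and 100% = 20 µM radicicol positive controls; yeast relying on Plasmodium falciparum Hsp90 in place of its own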
NSD2 inh = inhibitors of human histone methyltransferase NSD2 | O96028 | NSD2 peptide methylation, AlphaScreen, 120 min | inhibition, % at 12.5 µM | 0.54% of 310,000 active; in the data active = inhibition above about 50%
* marks the source's active call; other numbers are inactive results; ? = inconclusive; nt = no result given; & = joins results of further samples. These rows are one share of the data; count on the stated rates, not on these rows.

mol | Cardiac RTF inh | dFosB act | RTF Ca sens act | CDK5 inh | Keap1-Nrf2 PPI | LANA DNA inh | PvdQ acylase | SUMO Mot1 rescue | Rtt109 HAT inh | PfHsp90 yeast 2 | NSD2 inh
CC1(C)O[C@H]2CC(=O)OC[C@@]23C1CC(=O)[C@]1(C)C3CC[C@@]2(C)[C@H](c3ccoc3)OC(=O)[C@H]3O[C@]321 (some centres undefined) | -5 | -3 | -7 | -1.4 | 1 | 0.8 | -11 | 9 | 6 | 16 | nt
Oc1ccc2c(c1)OCC1(O)Cc3cc(O)c(O)cc3C21 (centres undefined) | -3 | -9 | 13 | 2.8 | 18* | 19 | -11 | nt | ? | 6 | nt
Oc1ccc(C2CNCCc3c2cc(O)c(O)c3Cl)cc1 (centres undefined) | 0&2 | -4&3 | 6&4 | -0.3&-1.0 | -3&-4 | 2.5&-1.0 | -7&-12 | -2&10 | 3&6 | 13&-3 | nt
C[N+]1(C)CCC(=C(c2ccccc2)c2ccccc2)CC1 | 10 | 3 | -2 | 1.4 | 0 | 0.0 | 8 | 79 | 4 | 4 | nt
C1COC(NC(C2CC2)C2CC2)=N1 | 8 | 1 | -1 | -0.2 | -1 | 2.8 | -6 | -15 | 13 | -5 | nt
Cc1ccc(N(CC2=NCCN2)c2cccc(O)c2)cc1 | -20&6&-8 | -13&3&6 | 4&2&3 | 2.0&-1.3&1.9 | -3&0&2 | -0.8&-0.6&1.8 | -14&-13&-4 | 64&-6&-22 | -1&-3&8 | -25&12&-7 | nt
CN(C)CCCC1(c2ccc(F)cc2)OCc2cc(C#N)ccc21 (centres undefined) | 8 | 0 | 1 | 0.5 | 9 | 2.9 | -6 | 1 | 0 | -7 | nt
CC(=O)Nc1ccc(CC(=O)O)cc1 | -6 | -4 | -7 | 1.1 | -1 | -1.2 | 6 | 10 | -8 | 17 | nt
CCCCNc1ccc(C(=O)OCCOCCOCCOCCOCCOCCOCCOCCOCCOC)cc1 | -8 | -4 | -4 | 1.3 | -3 | 0.2 | -13 | -10 | -2 | 4 | nt
NOCC(=O)O | 1 | 3 | 3 | -0.2 | -3 | -0.5 | -6 | -7 | 3 | 18 | nt
CC12CCC(=O)C=C1CCC1C2CCC2(C)C1CCC2(O)C(=O)CO (centres undefined) | 1 | -4 | 4 | 0.1 | -3 | -0.2 | 0 | -1 | 1 | -10 | nt
CC(=O)CCCCn1c(=O)c2c(ncn2C)n(C)c1=O | 11 | 6 | 2 | -1.7 | 4 | 1.0 | 8&4 | 16 | -5&0 | -1 | nt

Sorted by value in CDK5 inh (lowest first): some entries from above.
molecule	dFosB act	CDK5 inh	Keap1-Nrf2 PPI	LANA DNA inh	PvdQ acylase	SUMO Mot1 rescue	Rtt109 HAT inh	PfHsp90 yeast 2	NSD2 inh
C1COC(NC(C2CC2)C2CC2)=N1	1	-0.2	-1	2.8	-6	-15	13	-5	nt
CC12CCC(=O)C=C1CCC1C2CCC2(C)C1CCC2(O)C(=O)CO (centres undefined)	-4	0.1	-3	-0.2	0	-1	1	-10	nt
Oc1ccc2c(c1)OCC1(O)Cc3cc(O)c(O)cc3C21 (centres undefined)	-9	2.8	18*	19	-11	nt	?	6	nt

Structures above printed as active in Keap1-Nrf2 PPI:
SMILES	dFosB act	CDK5 inh	Keap1-Nrf2 PPI	LANA DNA inh	PvdQ acylase	SUMO Mot1 rescue	Rtt109 HAT inh	PfHsp90 yeast 2	NSD2 inh
Oc1ccc2c(c1)OCC1(O)Cc3cc(O)c(O)cc3C21 (centres undefined)	-9	2.8	18*	19	-11	nt	?	6	nt

(next part)
mol | Cardiac RTF inh | dFosB act | RTF Ca sens act | CDK5 inh | Keap1-Nrf2 PPI | LANA DNA inh | PvdQ acylase | SUMO Mot1 rescue | Rtt109 HAT inh | PfHsp90 yeast 2 | NSD2 inh
NC1CCN(c2nc3c(cc2F)c(=O)c(C(=O)O)cn3-c2ccc(F)cc2F)C1 (centres undefined) | -2 | 2 | 3 | 1.9 | -1 | -0.4 | 3 | -3 | 4 | -12 | nt
O=C(O)c1cccnc1Nc1cccc(C(F)(F)F)c1 | -2 | -3 | 12 | -6.1 | -2 | -0.2 | -23 | -9&3 | -7 | -17 | nt
COC(=O)C1=CO[C@@H](O[C@@H]2O[C@H](CO)[C@@H](O)[C@H](O)[C@H]2O)C2C1C[C@H](O)[C@@H]2C (some centres undefined) | -2 | 0 | -1 | -0.1 | 1 | -0.3 | 2 | 6 | -5 | -13 | nt
CCCCCC(=O)O[C@]1(C(C)=O)CC[C@H]2[C@@H]3CCC4=CC(=O)CC[C@]4(C)[C@H]3CC[C@@]21C | 8 | -5 | -10 | -0.7 | -6 | 0.1 | 4 | 269 | 34 | 1 | nt
COc1cc([C@@H]2Oc3cc(C4Oc5cc(O)cc(O)c5C(=O)[C@H]4O)ccc3O[C@H]2CO)ccc1O (some centres undefined) | 4 | -6 | 4 | 0.7 | 3 | 0.5 | 6 | -7 | 14 | -5 | nt
Oc1cc2c(cc1O)[C@H]1c3ccc(O)c(O)c3OC[C@@]1(O)C2 | -3 | -7 | -1 | 14 | -3 | 5.3 | -10 | -25 | ? | -6 | 109*
Cc1ccc(=O)n(-c2ccccc2)c1 | 10 | -4 | -4 | -1.4 | 1 | 0.7 | -2 | 52 | -1 | 3 | nt
O=c1oc2c(O)c(O)cc3c(=O)oc4c(O)c(O)cc1c4c23 | 102* | -9 | -78 | 16 | 3 | 127* | 3 | -3 | 10 | 16 | nt
COc1ccc(C[C@H]2COC(=O)[C@@H]2Cc2ccc(OC3OC(CO)C(O)C(O)C3O)c(OC)c2)cc1OC (some centres undefined) | -20 | 2 | -1 | -1.8 | -1 | 0.4 | -13 | -12 | -3 | -10 | nt
CCc1ccc(CCOc2ccc(CC3SC(=O)NC3=O)cc2)nc1 (centres undefined) | 6 | -4 | 1 | 0.4 | 1 | -0.6 | -11 | -5 | 0 | -13 | nt
Cc1c(C(=O)O)c(O)cc2c1C(=O)c1c(O)c([C@@H]3O[C@H](CO)[C@@H](O)[C@H](O)[C@H]3O)c(O)c(O)c1C2=O | -6 | 1 | 0 | 2.5 | 3 | 17 | -2 | -23 | 9 | ? | nt
CCN(CC)CCOC(=O)c1ccc(N)cc1 | 2 | -8 | 14 | 0.2 | -3 | -1.3 | 0 | 7 | 10 | -4 | nt

2 consecutive records from above, quoted:
mol | Cardiac RTF inh | dFosB act | RTF Ca sens act | CDK5 inh | Keap1-Nrf2 PPI | LANA DNA inh | PvdQ acylase | SUMO Mot1 rescue | Rtt109 HAT inh | PfHsp90 yeast 2 | NSD2 inh
CCc1ccc(CCOc2ccc(CC3SC(=O)NC3=O)cc2)nc1 (centres undefined) | 6 | -4 | 1 | 0.4 | 1 | -0.6 | -11 | -5 | 0 | -13 | nt
Cc1c(C(=O)O)c(O)cc2c1C(=O)c1c(O)c([C@@H]3O[C@H](CO)[C@@H](O)[C@H](O)[C@H]3O)c(O)c(O)c1C2=O | -6 | 1 | 0 | 2.5 | 3 | 17 | -2 | -23 | 9 | ? | nt

Compound profiles (already shown). Screens in order: Cardiac RTF inh	dFosB act	RTF Ca sens act	CDK5 inh	Keap1-Nrf2 PPI	LANA DNA inh	PvdQ acylase	SUMO Mot1 rescue	Rtt109 HAT inh	PfHsp90 yeast 2	NSD2 inh
`NC1CCN(c2nc3c(cc2F)c(=O)c(C(=O)O)cn3-c2ccc(F)cc2F)C1` (centres undefined) across the screens: -2	2	3	1.9	-1	-0.4	3	-3	4	-12	nt
`Cc1ccc(=O)n(-c2ccccc2)c1` across the screens: 10	-4	-4	-1.4	1	0.7	-2	52	-1	3	nt
